# From PubChem BioAssay
# Chronic BCR inh = inhibitors of chronic active B-cell receptor signaling; ABC-DLBCL IkBa-CBG/CBR reporter, luminescence ratio, 4 h; Potency, µM (series often up to 46.1 µM), without a hit: top-dose ratio change, negative = lower green/red ratio, most hits filed as inhibitors; actives 0.05% (n = 340,000); AID 493014; active means well fitted inhibition curve with a large enough effect in the signal ratio, with a control signal flat, not every such curve was filed as active; inconclusive means small, poorly fitted or top-dose-only effect, or effect the other way, or a change in a side signal; the % refers to the signal ratio;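 further: potency means the concentration at half of the fitted maximal effect; plate controls were basal doxycycline-induced cells for no effect and cells given 10 µM MG132 for full effect; MG132 reads +100%, hits lower the ratio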
#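 TMD8 human ABC-DLBCL cells with doxycycline-inducible IκBα–green luciferase fusion and unfused red luciferase, in 0.5% FBS medium; compounds up to 46 uM, 4 h at 37C. Green/red luminescence ratio, filter-overlap corrected, fitted to concentration-response curves.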
# PTAP TSG101 blk = blocks PTAP/TSG101 interaction to inhibit HIV-1 budding. AID 493005. Potency, µM (highest dose often 115 µM), for inactives: top-dose activity change, negative = inhibition, most hits filed as inhibitors. 340,000 tested, under 10 active. Fluorescence polarization, FITC-PTAP peptide / Tsg101 binding. Q99816; active means well fitted inhibition curve with a large enough effect in the main read-out, with a control signal flat, not every such curve was filed as active; inconclusive means small, poorly fitted or top-dose-only effect, or effect the other way, or a change in a side signal; inactive means no such curve, though single readings can be large or run the other way; further: potency means the concentration at half of the fitted maximal effect; % of control where 0% means no effect
# Target sequence (Q99816 whole entry, looked up): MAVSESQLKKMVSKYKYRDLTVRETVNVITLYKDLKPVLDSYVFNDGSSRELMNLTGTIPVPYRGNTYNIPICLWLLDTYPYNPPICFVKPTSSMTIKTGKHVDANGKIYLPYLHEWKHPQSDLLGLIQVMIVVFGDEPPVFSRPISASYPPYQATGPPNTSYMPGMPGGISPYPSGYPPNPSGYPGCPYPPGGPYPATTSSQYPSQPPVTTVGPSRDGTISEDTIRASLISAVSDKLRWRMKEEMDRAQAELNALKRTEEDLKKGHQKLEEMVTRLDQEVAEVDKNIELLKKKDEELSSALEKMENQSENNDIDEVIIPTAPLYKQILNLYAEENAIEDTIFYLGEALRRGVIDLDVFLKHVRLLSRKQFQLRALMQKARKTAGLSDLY
#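 FP read-out: FITC-PTAP peptide, 50 nM final, binding Tsg101 binding domain, 10 uM final; 20 min, r.t.; 10 mM HEPES pH 7.5, 0.15 M NaCl, 0.01% Tween 20, 3 mM EDTA, 0.1 mM TCEP.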
# B2AR arrestin = recruits beta-arrestin to the human beta2-adrenergic receptor | beta-arrestin recruitment to beta2AR, cell-based reporter | P07550 | Potency, µM (titrated, usually from 46.1 µM), inactives show at the highest dose activation, hits mostly activators | actives 0.02% (n = 330,000) | AID 492947;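 further: potency means the concentration at half of the fitted maximal effect; 0% = DMSO controls and full agonism = EC100 isoproterenol or metaproterenol; nearly all actives have a fitted effect of over 65% in size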
# Target sequence (P07550 whole entry, looked up): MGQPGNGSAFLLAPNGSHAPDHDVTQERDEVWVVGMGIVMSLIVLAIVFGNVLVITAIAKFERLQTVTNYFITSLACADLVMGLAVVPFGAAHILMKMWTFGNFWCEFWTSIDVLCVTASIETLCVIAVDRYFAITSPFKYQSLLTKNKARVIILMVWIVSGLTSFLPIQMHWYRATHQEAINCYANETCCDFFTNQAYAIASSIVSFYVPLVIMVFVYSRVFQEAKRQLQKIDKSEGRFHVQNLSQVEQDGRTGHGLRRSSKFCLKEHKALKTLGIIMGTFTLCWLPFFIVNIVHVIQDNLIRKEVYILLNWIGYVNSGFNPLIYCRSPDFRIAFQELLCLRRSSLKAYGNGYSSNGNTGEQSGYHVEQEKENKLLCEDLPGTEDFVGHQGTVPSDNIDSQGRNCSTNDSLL
# Giardia kill = kills Giardia lamblia; activity change, % at 7.66 µM, hits read low; Giardia lamblia trophozoite viability; actives 0.15% (n = 340,000); AID 540267; in the data active means activity change below about -80%; inconclusive means between about -30% and that limit;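 further: parasites exposed to compound for two days anaerobically before the ATP read; on the % scale 0 is the no-effect control and ±100 the full control effect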
#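 Media and compound were dispensed first, then trophozoites at 100 cells/well; plates sat 48 hrs at 37 deg C without oxygen before ATP luminescence reagent was added and read after 15-30 min at room temperature.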
# Coupling enz = counter-screen for Giardia aldolase inhibitors: coupling enzyme system. coupling enzyme system counterscreen, AmpLite Red fluorescence. activity change, negative = inhibition, % at 58.2 µM, hits read low. actives 0.67% (n = 290,000); in the data active means activity change below about -30%; further: on the % scale 0 is the no-effect control and ±100 the full control effect
#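 Counterscreen of the coupled detection system alone, without aldolase: glyceraldehyde-3-phosphate coupling enzymes plus AmpLite Red readout. Compounds at 57.5 uM final, 10 min RT preincubation, 20 min RT reaction, fluorescence 525/598 nm.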
# Menin-MLL TR inh = menin-MLL binding inhibition, Texas Red mutant peptide. O00255. Menin + Texas Red MLL mutant peptide, fluorescence polarization. Potency, µM (series often up to 61.6 µM), inactives show at the highest dose FP activity change, negative = inhibition, most hits filed as inhibitors. actives 0.23% (n = 270,000); active means well fitted inhibition curve with a large enough effect in the polarisation, with a control signal flat, not every such curve was filed as active; inconclusive means small, poorly fitted or top-dose-only effect, or effect the other way, or a change in a side signal; inactive means no such curve, though single readings can be large or run the other way; the % refers to the polarisation; further: potency means the concentration at half of the fitted maximal effect; % of control where 0% means no effect; many of its hits are not listed in these tables
# PKM2 act = activators of human pyruvate kinase M2. P14618. purified PKM2, Kinase-Glo ATP luminescence, activation; response scale: 0% is enzyme alone, no compound. Potency, µM (top dose mostly 57.5 µM), without a hit: top-dose activation, actives largely listed as activators. actives 0.34% (n = 260,000). AID 1631; further: potency means the concentration at half of the fitted maximal effect; on the % scale 0 is the no-effect control and ±100 the full control effect; nearly all actives have a fitted effect of over 55% in size
#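 Kinase-Glo luminescence reports ATP generated from ADP (0.1 mM) and PEP (0.5 mM) by purified hPK-M2 after 1 h at room temperature, pH 7.2 imidazole buffer; intermediate enzyme activity allows detecting inhibitors and activators.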
# Tb PFK inh = T. brucei PFK enzyme inhibition | O15648 | T. brucei PFK, ADP-Glo luminescence | Potency, µM (top dose mostly 57.5 µM), for inactives: top-dose activity, negative = inhibition, hits mostly inhibitors | actives 0.17% (n = 330,000) | AID 485367;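 further: potency means the concentration at half of the fitted maximal effect; 0% = uninhibited 1x PFK enzyme wells and -100% = no-enzyme wells; nearly all actives have a fitted effect of over 60% in size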
#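 ADP-Glo luminescence quantified ADP after 45 min at room temperature, with 1.25 nM T. brucei PFK, 0.1 mM ATP and 0.5 mM fructose-6-phosphate in pH 8.0 TEA buffer. qHTS titrations up to 57 µM; curves classified by quality.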
# ASM inhibitor = blocks human secretory acid sphingomyelinase; P17405; placental ASM, HMU-PC fluorogenic substrate, 60 min; Potency, µM (highest dose often 57.5 µM), without a hit: at the highest dose activity change, negative = inhibition, hits mostly inhibitors; actives 0.006% (n = 340,000); AID 504937; further: potency means the concentration at half of the fitted maximal effect
#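 Human placenta-derived ASM enzyme was preincubated with compound for 10 minutes at room temperature, then given fluorogenic substrate HMU-PC0 (9 uM final) for 60 minutes at 37 °C; a pH 10 stop preceded fluorescence reading at Ex 386/Em 447 nm.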
# GALK inh = galactokinase (human) inhibition. P51570. Purified GALK, Kinase-Glo residual ATP luminescence. Potency, µM (doses to about 57.5 µM), for inactives: at the top dose activity change, negative = inhibition, actives largely listed as inhibitors. actives 0.007% (n = 270,000). AID 1868; further: potency means the concentration at half of the fitted maximal effect; on the % scale 0 is the no-effect control and ±100 the full control effect
#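 Galactose (100 uM) and ATP (35 uM) were turned over by 5 nM GALK for 1 h at RT. Kinase-Glo Plus then converted the remaining ATP into a luminescent signal.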
# a7 integrin act = activators of alpha7 integrin expression for muscular dystrophy | alpha7betagal myoblasts, beta-gal FDG fluorescence, 48 h | actives 0.064% (n = 350,000) | Potency, µM (doses to about 38.3 µM), without a hit: at the highest dose activation, most hits filed as activators;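 further: potency means the concentration at half of the fitted maximal effect; 100% = response of the positive control SU9516; nearly all actives have a fitted effect of over 60% in size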
#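 alpha7betagal+/- myoblasts (passage 13, 250/well) treated 48 h at 37C with compounds at 1:260 dilution of DMSO stock. Lysed, then beta-galactosidase activity read as FDG fluorescence (ex 480/em 540) after 30 min, with pre-read for autofluorescence.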
# The depositor's hits bear a star; ? = inconclusive; . = no result given; & = joins results of further samples; [ ] = dose if it differs, or a comment. Unless noted, the call rests on the fitted dose curve; in most records, active means well fitted curve in the direction sought with a large enough effect; inconclusive means small, poorly fitted or top-dose-only effect, or another doubt; inactive means no such curve, though single readings can be large; an effect the other way counts as inactive or inconclusive. Not all compounds are listed. The share of hits here may be higher or lower than overall.
No. | Compound | Chronic BCR inh | PTAP TSG101 blk | B2AR arrestin | Giardia kill | Coupling enz | Menin-MLL TR inh
1 | Clc1cccc(N2CCNCC2)c1Cl | 6.2% | -10.8% | -0.1% | 1.6 | -3.2 | 0.4%
2 | Cc1nc(Cl)sc1C(=O)Nc1ccc2ccccc2c1 | ? | -0.5% | 0.8% | 2.4 | 1.6 | 18.6%
3 | CCC1(CC)C(=O)C=CNC1=O | ? | -3.0% | -0.1% | 23.5 | -0.1&-3.0 | 13.6%
4 | CC(=O)O[C@@]12CO[C@@H]1C[C@H](O)[C@@]1(C)C(=O)[C@H](O)C3=C(C)[C@@H](O)C[C@@](O)([C@@H](OC(=O)c4ccccc4)C12)C3(C)C (some centres undefined) | -8.0% | -3.4% | -0.6% | -1.0 | 4.2 | -14.2%
5 | C=CCn1c(O)c(C=Nc2ccc(N(CC)CC)cc2)c(=O)[nH]c1=O | ? | ? | -0.3% | 8.1 | -1.8 | 0.5%
6 | CC(C)c1ccc(C2N3CCCN23)cc1 (centres undefined) | 2.1% | -0.5% | -0.2% | 3.3 | 1.8 | -2.2%
7 | O=C(Nc1nccs1)C(Cl)(Cl)Cl | 0.3% | -6.3% | -0.1% | 12.4 | 2.2 | -0.4%
8 | CCCCn1c(O)c(C(CC)=NCc2ccc3c(c2)OCO3)c(=O)[nH]c1=O | ? | -8.3% | 0.0% | 8.7 | -0.3 | -23.4%

No. | PKM2 act | Tb PFK inh | ASM inhibitor | GALK inh | a7 integrin act
1 | -0.9% | ? | 1.5% | -0.1% | -17.9%
2 | 0.1% | 2.2% | -6.7% | 1.1% | -27.3%
3 | . | 2.6% | 51.1% | . | .
4 | -1.4% | 1.2% | -0.1% | . | -26.4%
5 | 1.3% | 3.7% | -7.8% | -5.6% | -43.7%
6 | -16.6% | -4.7% | 6.0% | . | 4.5%
7 | -0.3% | -4.0% | 12.3% | -2.2% | 0.0%
8 | 3.3% | -11.3% | -17.4% | -2.5% | -22.7%

# Other records follow.
No. | Compound | Chronic BCR inh | PTAP TSG101 blk | B2AR arrestin | Giardia kill | Coupling enz | Menin-MLL TR inh
9 | Cc1cc2ccccn2c1C(C[N+](=O)[O-])c1c(F)cccc1Cl (centres undefined) | ? | 3.7% | -0.1% | -0.8 | -3.6 | 22.0%
10 | CCOC(=O)c1c(-n2c(C)cc(C=C3C(=O)NC(=S)NC3=O)c2C)sc2c1CCCC2 | 14.9% | -3.1% | 2.8% | 1.4 | -3.6 | 18.7%
11 | O=C(Nc1ccccc1)Oc1ccccc1 | 9.2% | -4.9% | 0.0% | 14.3 | 1.6 | .
12 | CN1C(=O)C(=Cc2ccc(Sc3ccccc3)o2)C(=O)N(C)C1=O | 0.5% | 0.0% | -0.3% | 4.4 | -0.1 | ?
13 | Cc1cc(C=C2C(=O)N(C)C(=S)N(C)C2=O)c(C)n1C1CCCCC1 | 1.5% | -6.4% | 0.3% | 9.6 | 0.7 | 18.1%
14 | Cc1oc(-c2ccc(F)cc2F)nc1CN1C[C@@H]2C[C@@H](C1)c1cccc(=O)n1C2 | 7.8% | -0.8% | -0.6% | 5.8 | 0.1 | -13.1%
15 | CN(C)CC1CCCCC1OC(=O)c1ccc(Cl)c(Cl)c1 (centres undefined) | ? | -3.3% | 0.0% | -2.5 | 2.9 | -21.5%
16 | NNCc1cccc(O)c1 | -3.0% | -2.1% | 0.0% | -16.5 | 0.8 | -0.1%

No. | PKM2 act | Tb PFK inh | ASM inhibitor | GALK inh | a7 integrin act
9 | 7.3% | 3.7% | 2.0% | 1.7% | -54.9%[inhibitor]
10 | ? | -14.7% | -7.9% | -8.3% | -16.7%
11 | 1.1% | 3.6% | 2.8% | -2.1% | 24.9%
12 | 19.6% | 5.6% | -1.1% | -1.5% | 3.0%
13 | -1.4% | -0.2% | -2.7% | -3.5% | 0.0%
14 | -2.8% | 0.3% | 6.9% | 1.5% | 20.1%
15 | -1.2% | -1.3% | 1.6% | 1.9% | 8.5%
16 | 0.1% | 0.2% | -2.7% | 0.2% | .

# Carrying on.
No. | Compound | Chronic BCR inh | PTAP TSG101 blk | B2AR arrestin | Giardia kill | Coupling enz | Menin-MLL TR inh
17 | CCCCCCn1c(=O)c(C(=O)Nc2c(C)n(C)n(-c3ccccc3)c2=O)c(O)c2ccccc21 | 1.0% | -1.6% | -0.2% | -6.3 | 6.0 | .
18 | COc1ccccc1-n1c(O)c(/C=C2\C=Nc3ccccc32)c(=O)[nH]c1=O | -9.8% | -1.1% | 0.2% | 22.5 | -1.7 | 40.1%[activator]
19 | CCCCn1c(=O)c(C(=O)Nc2ccccn2)c(O)c2ccccc21 | -2.1% | 0.2% | -1.2% | -13.4 | -0.1 | ?
20 | Cc1nc2ccccc2c(=O)n1-n1cnnc1 | -7.2% | -3.1% | 0.1% | -9.9 | 3.5 | -17.3%
21 | COC(=O)C[C@]1(C(=O)OC)CN(C#N)N(c2ccc(Cl)cc2)C12c1ccccc1-c1ccccc12 | ? | 0.6% | -0.4% | 9.1 | -0.1 | 4.5%

No. | PKM2 act | Tb PFK inh | ASM inhibitor | GALK inh | a7 integrin act
17 | 0.2% | 0.7% | -3.0% | 0.0% | 15.1%
18 | 7.6% | 4.7% | -3.9% | 2.1% | 2.3%
19 | 0.5% | 2.9% | -4.3% | -4.8% | 62.5%
20 | 0.5% | -3.2% | 4.5% | -0.8% | -10.0%
21 | 12.6% | -5.8% | -3.4% | -4.4% | -53.6%[inhibitor]
